High-throughput results: PubChem BioAssay, National Center for Advancing Translational Sciences (NCATS)
Pol eta inh – blocks human DNA polymerase eta activity; AID 588591; Q9Y253; Potency, µM (top dose mostly 114 µM), for inactives: at the highest dose activity change, negative = inhibition, actives largely listed as inhibitors; 390,000 tested, 1.2% active; recombinant Pol eta, fluorescent DNA replication assay; note: % is set by controls: 0 for no effect and ±100 for the full control effect
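Fluorescent replication assay: 50 nM final substrate added after a 15 min room-temperature compound preincubation with 10 nM enzyme. Signal taken at 0 min and again at 10 min.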
JMJD2A Tudor inh – inhibitors of human JMJD2A Tudor domain | O75164 | AlphaScreen JMJD2A-Tudor / H3K4me3 peptide binding | Potency, µM (doses to about 114 µM), for the others: at the top dose activity change, negative = inhibition, hits mostly inhibitors | 390,000 tested, 4.4% active; note: % is set by controls: 0 for no effect and ±100 for the full control effect; nearly all actives have a fitted effect of over 50% in size
BLM helicase inh – inhibitors of human Bloom syndrome helicase BLM; P54132; recombinant BLM DNA unwinding, fluorescence dequenching; Potency, µM (highest dose often 56.1 µM), inactives show top-dose activity change, negative = inhibition, most hits filed as inhibitors; 350,000 tested, 0.2% active;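 note: plate controls were vehicle for no effect and no enzyme for full effect; nearly all actives have a fitted effect of over 35% in size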
BAZ2B inh – BAZ2B (human) inhibition; Q9UIF8; AlphaScreen BAZ2B-H3K14Ac peptide displacement; Potency, µM (top dose mostly 114 µM), for inactives: at the top dose activity change, negative = inhibition, usual class: inhibitors; 360,000 tested, 4.4% active; note: % is set by controls: 0 for no effect and ±100 for the full control effect; nearly all actives have a fitted effect of over 60% in size
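BAZ2B 50 nM plus b-H3(5-23)K14Ac 50 nM, PBS pH 7.4/0.01% Tween-20, 30 min RT; compound added (max 110 uM), 30 min RT; streptavidin donor/Ni-chelate acceptor beads 10 ug/mL final, 20 min dark; AlphaScreen read.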
POLI inh – inhibitors of human DNA polymerase iota; 390,000 tested, 1% active; AID 588590; Pol iota fluorescent replication assay, 10 min; Potency, µM (doses to about 115 µM), without a hit: at the highest dose activity, negative = inhibition, usual class: inhibitors; Q9UNA4
Target sequence (Q9UNA4 whole entry, looked up): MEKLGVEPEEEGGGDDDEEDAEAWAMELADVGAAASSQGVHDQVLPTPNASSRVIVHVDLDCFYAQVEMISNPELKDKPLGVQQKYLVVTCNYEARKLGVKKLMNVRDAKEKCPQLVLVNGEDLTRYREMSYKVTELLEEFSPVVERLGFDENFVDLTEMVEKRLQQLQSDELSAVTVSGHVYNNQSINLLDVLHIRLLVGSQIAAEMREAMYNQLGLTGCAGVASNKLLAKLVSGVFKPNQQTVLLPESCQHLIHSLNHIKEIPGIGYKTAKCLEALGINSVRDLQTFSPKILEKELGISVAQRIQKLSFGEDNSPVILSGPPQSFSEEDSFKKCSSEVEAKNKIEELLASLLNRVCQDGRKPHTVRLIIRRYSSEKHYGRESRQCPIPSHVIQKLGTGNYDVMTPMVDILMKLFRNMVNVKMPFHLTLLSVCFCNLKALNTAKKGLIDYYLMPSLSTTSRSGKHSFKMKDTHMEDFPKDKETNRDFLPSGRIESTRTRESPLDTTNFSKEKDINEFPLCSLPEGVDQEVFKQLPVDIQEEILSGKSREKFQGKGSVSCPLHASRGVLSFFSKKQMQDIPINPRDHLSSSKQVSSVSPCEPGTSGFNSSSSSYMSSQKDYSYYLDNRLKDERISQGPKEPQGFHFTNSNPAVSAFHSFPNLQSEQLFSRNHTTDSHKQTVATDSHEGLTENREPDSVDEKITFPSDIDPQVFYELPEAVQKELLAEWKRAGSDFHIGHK
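Fluorescent replication assay read twice, at 0 min and 10 min after adding 50 nM (final) substrate. Enzyme (10 nM) and compounds were first incubated 15 min at room temperature; enzyme-free buffer wells were negative controls.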
Pol kappa inh – blocks human DNA polymerase kappa activity; 400,000 tested, 0.53% active; Potency, µM (top dose mostly 107 µM), without a hit: at the highest dose activity, negative = inhibition, hits mostly inhibitors; Q9UBT6; AID 588579; purified Pol kappa, fluorescent DNA synthesis assay, 10 min; note: % is set by controls: 0 for no effect and ±100 for the full control effect
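Here, compound and 10 nM enzyme are combined for 15 min at room temperature; adding 50 nM substrate (final) starts DNA synthesis, tracked by fluorescence at 0 and 10 min against buffer-only wells.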
G9a inh – blocks human histone lysine methyltransferase G9a | Q96KQ7 | G9a H3K9 monomethylation, AlphaScreen, 2 h | Potency, µM (highest dose often 102 µM), without a hit: at the highest dose activity, negative = inhibition, most hits filed as inhibitors | 350,000 tested, 8.8% active; note: % is set by controls: 0 for no effect and ±100 for the full control effect; nearly all actives have a fitted effect of over 75% in size
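Signal arises when biotinylated H3K9 peptide, once monomethylated, bridges streptavidin donor and antibody-captured acceptor beads. Enzyme at 20 nM was preincubated 15 min with test compounds; peptide 500 nM and SAM 20 uM then reacted for 2 h.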
APEX1 inh – APE1 (human) endonuclease inhibition; recombinant APE1, TAMRA/BHQ-2 abasic DNA cleavage fluorescence; Potency, µM (titrated, usually from 65.8 µM), inactives show at the highest dose activity change, negative = inhibition, hits mostly inhibitors; 350,000 tested, 0.35% active;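 note: plate controls were vehicle for no effect and reference inhibitor for full effect; nearly all actives have a fitted effect of over 55% in size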
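0.75 nM APE1 + cpd, 15 min RT; start w/ 50 nM TAMRA/BHQ-2 THF-abasic dsDNA; kinetic fluor 525/598 nm ×3 reads @60 s; Δ(read3−read1); normalized to DMSO and NSC13755 control wells.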
Pol beta inh – blocks human DNA polymerase beta activity. P06746. Pol beta primer extension/strand displacement, fluorescence kinetic. Potency, µM (series often up to 114 µM), for inactives: at the top dose activity change, negative = inhibition, actives largely listed as inhibitors. 340,000 tested, 1.3% active; note: % is set by controls: 0 for no effect and ±100 for the full control effect
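Reaction started by 50 nM substrate onto compound-treated Pol beta (10 nM, 15 min preincubation, room temperature); plates read at 0 min and 10 min. Normalized concentration-effect data fitted by four-parameter Hill equation.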
The depositor's hits bear a star; ? = inconclusive; . = no result given; [ ] = another dose, or the depositor's remark. Calls come from the whole dose curve; as a rule, active = well fitted curve in the direction sought with a large enough effect; inconclusive = small, poorly fitted or top-dose-only effect, or another doubt; inactive = no such curve, though single readings can be large; an effect the other way counts as inactive or inconclusive. Potency is the fitted concentration of half-maximal effect. These rows are one share of the data, so the mix of outcomes need not match the whole.

SMILES	Pol eta inh	JMJD2A Tudor inh	BLM helicase inh	BAZ2B inh	POLI inh	Pol kappa inh	G9a inh	APEX1 inh	Pol beta inh
COc1ccc(-c2nc(CSCC(=O)NCCC(C)C)c(C)o2)cc1OC	-1.3%	-15.8%	0.0%	-10.5%	2.6%	-6.8%	-1.5%[59 µM]	.	3.2%
Cc1oc2ccc(O)c(CN3CCN(C)CC3)c2c1C(=O)Nc1cccc(C(F)(F)F)c1	-5.8%	-27.1%	-0.8%	-15.1%	2.7%	-24.6%	-27.5%[59 µM]	.	14.2%
Nc1c(C(=O)OCC(=O)Nc2ccccc2Br)[nH]c(=O)[nH]c1=O	-8.4%	-15.3%	.	.	20.9%	-14.6%	.	6.9%	.
CN(c1ccccc1C(=O)NC1CC2CCC1C2)S(=O)(=O)c1ccccc1 (stereo not given)	-7.2%	-12.7%	3.1%	3.0%	21.1%	-9.8%	2.8%[59 µM]	4.0%	14.3%
COc1ccc(CCNC(=O)c2cc(-c3ccccc3OC)on2)cc1OC	-13.7%	-27.2%	-6.5%	-3.6%	-21.9%[58.9 µM]	-2.6%	?	-3.4%	9.5%
Cc1ccc(NC(=O)CCN2CCC(Cc3ccccc3)CC2)cc1	-20.8%	-15.1%	-11.3%	5.8%	49.2%[activator]	-0.9%	-8.1%[0.501 µM]	6.3%	0.4%
Cn1c(CN2CCN(C(=O)c3ccccc3Cl)CC2)nc2cc([N+](=O)[O-])ccc21	-3.3%	-2.0%	0.7%	-2.4%	45.7%[activator]	-12.5%	8.5%[59 µM]	0.1%	71.1%
O=C(CSc1nc2c(c(=O)n1-c1ccc(Cl)cc1)SCC2)N1CCCC1	2.5%	-18.6%	-3.8%	-7.5%	11.2%	-11.3%	22.4%[59 µM]	15.2%	8.5%
CCOc1ccc(NC(=O)NC2CCOC(C)(C)C2)cc1 (stereo not given)	-16.2%	-0.7%	3.0%	5.3%	14.3%	-11.9%	11.2%	-18.0%	2.8%
CCc1ccc(N(C(=O)c2snc(C(N)=O)c2N)C(C(=O)NCCC(C)C)c2c[nH]c3ccccc23)cc1 (stereo not given)	-4.1%	12.0%	3.4%	0.3%	-5.5%	-3.3%	10.2%	0.5%	-0.7%
O=C(CSc1nc2ccc(Cl)cc2[nH]1)NC1CCCC1	-3.3%	-17.0%	-6.7%	?	?	-14.2%	25.1µM*	-4.2%	?
COCCNC(=O)C(c1ccc(F)cc1)N(CCOC)C(=O)CCC(=O)Nc1nccs1 (stereo not given)	-12.2%	-24.7%	-2.7%	-3.9%	-1.6%	-10.0%	1.4%[12.7 µM]	0.3%	11.4%
COc1cccc(OC)c1C(=O)Nc1cccc(-c2nc3ccccc3[nH]2)c1	-7.7%	-18.8%	-1.3%	-33.9%	39.3%[activator]	2.2%	2.9%	12.7%	-17.1%
COc1cccc(-c2cc(NCc3cccc(C)c3)ncn2)c1	.	.	-9.1%	.	.	3.6%[60.1 µM]	-9.4%[0.501 µM]	-2.1%	.
CN(C)CCn1c2c(c(SCC(=O)Nc3ccc4c(c3)OCCO4)nc1=O)CCC2	-15.3%	-16.9%	.	-6.5%	26.4%	-16.0%	?	-7.6%	.
CS(=O)(=O)N1CCC(C(=O)Nc2ccccc2Cl)CC1	-7.2%	-2.6%	0.9%	4.0%	?	16.6%	2.7%	-10.8%	0.9%
COC(=O)c1ccc(C2C(C(=O)Nc3ccc(C)cc3C)=C(C)Nc3ncnn32)cc1 (stereo not given)	-7.9%	?	1.0%	4.1%	-29.5%	-5.6%	?	-4.6%	-10.8%
Cc1ccc(S(=O)(=O)N(C)C[C@@H]2Oc3ccc(NC(=O)CCC(F)(F)F)cc3CC(=O)N([C@@H](C)CO)C[C@@H]2C)cc1	-16.4%	-28.4%	.	.	17.0%	14.3%	.	24.9%	.
Cc1cc(N2CCN(C)CC2)nc2ccc(NC(=S)N3CCOCC3)cc12	-23.6%	-7.7%	-11.5%	-3.5%	70.3%[activator]	3.4%	?	-3.8%	-24.9%
Cc1ccc(NC(=O)Cn2cnc3c(oc4ccccc43)c2=O)cc1Cl	-8.2%	-34.2%	-4.0%	?	-29.5%	-9.9%	?	.	0.3%
COc1ccc2cc(C(c3nnnn3C3CCCC3)N3CCc4ccccc4C3)c(=O)[nH]c2c1 (stereo not given)	-12.2%	-25.2%	-8.4%	.	7.8%	-16.1%	10µM*	-6.6%	22.2%
COc1ccc(OC)c(NC(=O)Cn2c(=O)oc3ccccc32)c1	-10.9%	-11.1%	-4.5%	-7.1%	-3.5%	-7.6%	4.4%	-0.5%	0.7%
CCOC(=O)c1c(C)oc2ccc(N(C(=O)c3ccncc3)S(=O)(=O)c3ccc(CC)cc3)cc12	8.1%	-29.1%	-10.8%	-18.5%	-3.5%	-9.4%	?	.	-2.1%
C/C(=C\C(=O)O)CC(=O)O	-9.4%	3.8%	0.1%	6.6%	-7.9%	0.8%	-10.0%[12.7 µM]	0.9%	1.4%
COc1ccc(NC(=O)c2cc(-c3ccccc3)nc3c2cnn3C(C)C)c(OC)c1	-10.0%	-29.1%	.	-6.6%	-14.8%	-19.4%	8.2%[12.7 µM]	-14.5%	.
S=C(NCc1ccco1)Nc1cccc(Cl)c1Cl	-21.8%	-16.2%	-4.6%	-26.0%	15.2%	4.5%	?	-3.8%	4.9%
Cc1ccc(NC(=O)c2cc(-c3ccco3)nc3ccccc23)cc1S(=O)(=O)N1CCOCC1	?	-33.1%	-19.3%	?	15.8µM*	-41.2%	?	?	14.1µM*
COc1c(Br)cc(Br)cc1C(=O)O	-11.9%	?	-1.0%	?	-7.5%	-2.5%	-41.5%[12.7 µM]	10.7%	12.8%

In the list so far, 11 contain a halogen.
SMILES	Pol eta inh	JMJD2A Tudor inh	BLM helicase inh	BAZ2B inh	POLI inh	Pol kappa inh	G9a inh	APEX1 inh	Pol beta inh
Cc1oc2ccc(O)c(CN3CCN(C)CC3)c2c1C(=O)Nc1cccc(C(F)(F)F)c1	-5.8%	-27.1%	-0.8%	-15.1%	2.7%	-24.6%	-27.5%[59 µM]	.	14.2%
Nc1c(C(=O)OCC(=O)Nc2ccccc2Br)[nH]c(=O)[nH]c1=O	-8.4%	-15.3%	.	.	20.9%	-14.6%	.	6.9%	.
Cn1c(CN2CCN(C(=O)c3ccccc3Cl)CC2)nc2cc([N+](=O)[O-])ccc21	-3.3%	-2.0%	0.7%	-2.4%	45.7%[activator]	-12.5%	8.5%[59 µM]	0.1%	71.1%
O=C(CSc1nc2c(c(=O)n1-c1ccc(Cl)cc1)SCC2)N1CCCC1	2.5%	-18.6%	-3.8%	-7.5%	11.2%	-11.3%	22.4%[59 µM]	15.2%	8.5%
O=C(CSc1nc2ccc(Cl)cc2[nH]1)NC1CCCC1	-3.3%	-17.0%	-6.7%	?	?	-14.2%	25.1µM*	-4.2%	?
COCCNC(=O)C(c1ccc(F)cc1)N(CCOC)C(=O)CCC(=O)Nc1nccs1 (stereo not given)	-12.2%	-24.7%	-2.7%	-3.9%	-1.6%	-10.0%	1.4%[12.7 µM]	0.3%	11.4%
CS(=O)(=O)N1CCC(C(=O)Nc2ccccc2Cl)CC1	-7.2%	-2.6%	0.9%	4.0%	?	16.6%	2.7%	-10.8%	0.9%
Cc1ccc(S(=O)(=O)N(C)C[C@@H]2Oc3ccc(NC(=O)CCC(F)(F)F)cc3CC(=O)N([C@@H](C)CO)C[C@@H]2C)cc1	-16.4%	-28.4%	.	.	17.0%	14.3%	.	24.9%	.
Cc1ccc(NC(=O)Cn2cnc3c(oc4ccccc43)c2=O)cc1Cl	-8.2%	-34.2%	-4.0%	?	-29.5%	-9.9%	?	.	0.3%
S=C(NCc1ccco1)Nc1cccc(Cl)c1Cl	-21.8%	-16.2%	-4.6%	-26.0%	15.2%	4.5%	?	-3.8%	4.9%
COc1c(Br)cc(Br)cc1C(=O)O	-11.9%	?	-1.0%	?	-7.5%	-2.5%	-41.5%[12.7 µM]	10.7%	12.8%
